# LAP4-GFP MLPCN – modulators of LAP4-GFP expression in yeast, primary screen, S. cerevisiae, multiplex flow cytometry, MLPCN library; GFP response vs DMSO, % at 10 µM; 320,000 compounds, 0.34% hits; 3 h; median GFP as percent of DMSO wells; AID 2023, 2009;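 active = GFP response vs DMSO above a set limit, about the screen mean plus 3 SD, cut at about 150% in these data; inconclusive = under 70 cell events counted for the yeast strain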
# Efflux pump mplx – inhibitors of Candida efflux pumps in yeast, primary screen, S. cerevisiae, Nile Red, multiplex | S. cerevisiae Candida pump triplex | inhibition, % at 10 µM | 330,000 compounds, 0.44% hits | AID 485275, 2010;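 active = plate passing quality check with inhibition over a set limit, or well fluorescence over plate mean plus 4 SD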;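 also: Nile Red retained in pooled yeast measured as flow cytometry median fluorescence; 0% = buffer negative control and 100% = Enniatin B positive control; higher means more Nile Red kept so more efflux inhibition; some compounds called inactive have numbers as strong as hits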
# CIT2-GFP yeast – modulators of CIT2-GFP expression in yeast, primary screen, S. cerevisiae, GFP fusion, multiplex flow cytometry, MLPCN library | GFP response vs DMSO, % at 10 µM | 320,000 compounds, 0.065% hits | S. cerevisiae CIT2-GFP strain, 3 h; 100 means same as DMSO wells;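 active = GFP response relative to DMSO above a set limit, near the screen mean plus 3 SD, cut at about 150% in these data; inconclusive = Fewer than 70 cells measured for a yeast strain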;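 also: ratio of well median GFP fluorescence to mean of DMSO wells on the plate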
# RPL19A-GFP yeast – RPL19A-GFP expression modulators in yeast, primary screen, cell-based, S. cerevisiae, multiplex flow cytometry, MLPCN. 330,000 compounds, 0.3% hits. percent response vs DMSO, % at 10 µM. AID 2025, 2009. S. cerevisiae RPL19A-GFP strain, 3 h; stronger effect = lower value;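 active = percent response vs DMSO below 50%; inconclusive = fewer than 70 events counted for the yeast strain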;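 also: median channel GFP fluorescence of the barcoded RPL19A-GFP strain; ratio of sample median GFP to plate DMSO average so 100% = DMSO; lower means less RPL19A-GFP as with rapamycin TOR inhibition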
# AGP1-GFP MLPCN – modulators of AGP1-GFP expression in yeast TOR pathway, primary screen, cell-based, multiplex flow cytometry, S. cerevisiae, MLPCN library | 3 h; GFP as percent of DMSO wells | GFP response vs DMSO, % at 10 µM | 320,000 compounds, 0.02% hits | AID 2066, 2009;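 active = GFP response relative to DMSO above a set limit, near screen average plus 3 SD, cut at about 150% in these data; inconclusive = fewer than 70 cells counted for the yeast strain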;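 also: median GFP channel fluorescence of the gated AGP1 strain per well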
# CR mimetic SO – reduction of superoxide in aged yeast, primary screen, HTS | S. cerevisiae aged cells, superoxide DHE fluorescence; stronger effect = lower value | 330,000 compounds, 0.18% hits | AID 2690, 2010 | superoxide response (% of plate mean), % at 10 µM;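 active = superoxide response under a set limit, about three screen SD below normal, cut at about 65% in these data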;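 also: yeast aged for seven days with compound at 30 °C before DHE staining; 100% = average MFI of all compound-treated wells on the plate with controls excluded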
# AHR activator – AHR activators, primary screen, cell-based, luminescence, luciferase reporter, human | Aryl hydrocarbon receptor (Homo sapiens), P35869 | AHR-responsive luciferase reporter cells | activation, % at 5 µM | 320,000 compounds, 2.5% hits | AID 2796, 2010; in the data active = activation above about 47%;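 also: 0% = vehicle wells and 100% = reference agonist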
# Target sequence (P35869 whole entry, looked up): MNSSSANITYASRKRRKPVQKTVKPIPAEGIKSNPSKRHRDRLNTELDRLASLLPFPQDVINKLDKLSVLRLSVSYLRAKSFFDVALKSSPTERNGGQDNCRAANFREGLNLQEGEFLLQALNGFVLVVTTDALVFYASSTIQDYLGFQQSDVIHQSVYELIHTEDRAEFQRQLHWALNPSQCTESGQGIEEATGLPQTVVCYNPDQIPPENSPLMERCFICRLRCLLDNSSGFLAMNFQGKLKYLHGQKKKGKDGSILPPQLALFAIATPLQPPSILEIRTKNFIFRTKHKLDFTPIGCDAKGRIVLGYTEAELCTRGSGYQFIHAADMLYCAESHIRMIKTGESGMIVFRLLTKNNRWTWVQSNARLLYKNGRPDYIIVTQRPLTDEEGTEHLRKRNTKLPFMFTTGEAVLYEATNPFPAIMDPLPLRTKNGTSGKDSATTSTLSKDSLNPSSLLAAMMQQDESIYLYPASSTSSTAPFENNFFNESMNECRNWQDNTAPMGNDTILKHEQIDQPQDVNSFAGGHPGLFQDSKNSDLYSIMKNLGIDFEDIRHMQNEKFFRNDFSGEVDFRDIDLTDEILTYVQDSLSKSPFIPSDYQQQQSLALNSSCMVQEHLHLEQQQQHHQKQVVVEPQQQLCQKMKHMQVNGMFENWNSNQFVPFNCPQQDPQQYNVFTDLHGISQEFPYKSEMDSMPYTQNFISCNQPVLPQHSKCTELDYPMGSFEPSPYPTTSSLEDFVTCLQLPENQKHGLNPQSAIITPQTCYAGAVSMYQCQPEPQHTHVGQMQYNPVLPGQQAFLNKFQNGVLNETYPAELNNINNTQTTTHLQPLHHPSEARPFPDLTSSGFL
# MEP2 TOR yeast – modulators of MEP2-GFP levels in yeast, primary screen, S. cerevisiae, multiplex flow cytometry, MLPCN library; S. cerevisiae MEP2-GFP strain, 3 h; 100% = DMSO control level; GFP response vs DMSO, % at 10 µM; 330,000 compounds, 0.51% hits;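 active = GFP response versus DMSO above a set limit, roughly screen mean plus 3 SD, cut at about 180% in these data; inconclusive = fewer than 70 cells counted for a yeast strain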;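 also: median GFP fluorescence of the barcode-gated MEP2-GFP cells per well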
# The depositor's hits bear a star; i = inactive; ? = inconclusive; nt = no result given; & = joins results of further samples; [ ] = remark or other dose.
structure	LAP4-GFP MLPCN	Efflux pump mplx	CIT2-GFP yeast	RPL19A-GFP yeast	AGP1-GFP MLPCN	CR mimetic SO	AHR activator	MEP2 TOR yeast
Cc1ccc(C)c(OCC(=O)Nc2ccccc2N2CCCC2)c1	109.5	0.3	98.4	100.6	103.4	100.7	1.2	115.6
COc1ccc(Oc2cccc(Cl)c2CNC(=O)CC(C)(C)CC(=O)O)cc1	104.4	-0.1	98.9	97.5	103.9	110.8	1.5	97.6
CCN(C(=O)COC(=O)CCC(=O)c1cccs1)c1c(N)n(Cc2ccccc2)c(=O)[nH]c1=O	91.7	0.0	93.9	89.8	93.8	97.3	-0.2	92.2
COc1ccc(N/C(=C(/C(Cl)=C(Cl)Cl)[N+](=O)[O-])n2nnc3ccccc32)cc1	105.5	-0.2	101.1	107.7	99.0	87.0	27.4	100.0
COc1ccc(C2=NOC(Cn3nc(-c4ccccc4)cc3C(=O)NCc3ccc(C)cc3)C2)cc1 (stereo not drawn)	105.5	-0.2	97.3	104.7	108.7	113.0	-0.7	103.7
CCC(=O)Nc1c(-c2ccc(C)cc2)c(=O)c2ccccc2n1C	73.9[may fluoresce red]	0.0	106.1[may fluoresce red]	?	87.0[may fluoresce red]	110.5	nt	97.2[may fluoresce red]
Cc1ccccc1NC(=S)N1CCN(Cc2ccc3c(c2)OCO3)CC1	108.1	-0.1	118.5	114.3	109.5	85.5	-2.2	109.1
C=CCn1c(SCC(=O)Nc2ccccc2F)nc2ccccc2c1=O	94.9	-0.1	102.1	99.7	99.8	95.3	0.3	109.1
COc1ccc(C(=O)/C=C/c2ccc(N3CCCCC3)c([N+](=O)[O-])c2)cc1	94.9	-0.2	97.6	106.9	104.4	116.4	1.1	105.6
CN(CC(=O)NC1CCCCCC1)S(=O)(=O)c1cnc[nH]1	93.5	0.0	99.4	95.1	99.2	80.2	2.7	104.6
CC12CN3CC(C)(CN(C1)C3c1ccc(Cl)cc1)C2 (stereo not drawn)	101.8	0.1	92.9	99.3	104.5	104.2	9.6	100.2
Cc1ccc(NCN2C(=O)C3C4C=CC(C4)C3C2=O)cc1 (stereo not drawn)	209.9*	-0.1	124.9	73.9	142.1	99.8	-0.5	164.5
COc1ccc(C=O)cc1Cn1c(=O)n(CCC(=O)NCc2ccco2)c(=O)c2sccc21	86.2	0.1	94.7	94.6	?	96.8	-0.2	?
COCCNC(=O)c1ccccc1NC(=O)c1ccccc1N(C)S(C)(=O)=O	97.2	0.8	100.8	106.5	105.6	89.3	-0.6	103.1
COC(=O)c1cc(OC)c(OC)cc1NCC(=O)Nc1ccc(OC)c(OC)c1	85.1	0.3	97.1	104.8	96.4	107.8	72.3*	97.2
COc1ccc(N(CC(=O)NCc2ccc3c(c2)OCO3)S(=O)(=O)c2c(C)nn(C)c2C)cc1	105.6	0.0	104.2	102.4	103.7	112.0	6.2	98.9
COC(=O)c1sc2ccccc2c1NC(=O)c1ccc(S(=O)(=O)N2CC(C)CC(C)C2)cc1 (stereo not drawn)	103.6	0.0	105.4	101.1	99.0	79.5	1.4	109.8
CCOc1ccc(NC(=O)NC2CCOC(C)(C)C2)cc1 (stereo not drawn)	97.9	-0.1	113.4	101.0	103.1	113.8	2.7	103.8
CC(=O)c1cn(Cc2ccccc2)c(=O)[nH]c1=O	105.3	-0.3	98.6	95.1	105.1	95.8	4.2	102.1
COC(=O)c1cc2c(ccn2-c2ccc(F)cc2)n1Cc1cccc(OC)c1	98.9	0.2	106.0	105.0	106.9	95.0	3.2	106.6

# Some entries already given, reduced to LAP4-GFP MLPCN.
SMILES,LAP4-GFP MLPCN
CCC(=O)Nc1c(-c2ccc(C)cc2)c(=O)c2ccccc2n1C,73.9[may fluoresce red]
COc1ccc(C=O)cc1Cn1c(=O)n(CCC(=O)NCc2ccco2)c(=O)c2sccc21,86.2

# Next section.
structure	LAP4-GFP MLPCN	Efflux pump mplx	CIT2-GFP yeast	RPL19A-GFP yeast	AGP1-GFP MLPCN	CR mimetic SO	AHR activator	MEP2 TOR yeast
O=C(CSc1nc2ccccc2o1)N1CCN(c2ccc(Cl)cc2)CC1	96.2	-0.1	92.0	95.9	96.9	105.6	2.4	101.5
O=C(NC1CC1)c1cc2ccccc2o1	98.3	0.0	104.3	102.6	97.0	116.9	-0.3	101.8
CCOc1ccc(N2CC(O)Cn3c2nc2c3c(=O)n(CCCc3ccccc3)c(=O)n2C)cc1 (stereo not drawn)	100.3	0.0	90.3	94.9	103.3	87.2	3.5	101.3
CC1Cc2ccccc2N1CC(=O)NC(=O)NC(C)(C)C (stereo not drawn)	103.0	-0.1	96.5	110.7	121.1	93.2	5.0	108.2
COc1ccccc1C(=O)NC(=O)COC(=O)CCNS(=O)(=O)c1ccccc1	102.6	-0.1	111.8	102.6	113.2	95.1	-0.7	107.5
Cc1c(NC(=O)C2CC(c3c(F)cccc3Cl)=NO2)c(=O)n(-c2ccccc2)n1C (stereo not drawn)	93.9	0.1	97.1	94.2	93.2	i	-0.2	95.4
COC(=O)c1cc(OC)c(OC)cc1NC(=O)c1cc(-c2ccccc2)nc2ccccc12	94.0	0.2	94.2	98.1	93.5	109.3	1.2	99.2
CN(C)CCC(c1ccccc1)c1ccccn1 (stereo not drawn)	130.3&103.8	-0.1&-0.2	86.6&87.5	101.3&102.5	89.5&84.6	107.4&101.1	-2.1&-3.7	94.2&95.5
NCCSc1c(-c2ccccc2)[nH]c2ccccc12	97.8	0.1	121.6	106.4	112.3	107.4	11.8	103.4
CC(C)(C)c1ccc(C(=O)NC(=S)NCC2CCCO2)cc1 (stereo not drawn)	89.2	0.0	106.0	103.4	99.2	91.7	21.4	102.7
O=C1c2ccc(-c3nc4ccccc4o3)cc2C(=O)N1Cc1cccnc1	95.1	-0.1	104.3	98.7	100.2	102.0	0.1	97.5
Cc1ccc(OC(=O)Cn2c(C(F)(F)F)nc3ccccc32)cc1	103.1	0.5	88.7	98.6	92.2	116.5	6.7	95.1
OCCCc1cn(-c2ccccc2)c2ccccc12	106.0	0.1	84.0	95.5	92.5	85.7	3.3	100.0
Cc1ccc(C(CNS(=O)(=O)c2ccc([N+](=O)[O-])cc2)N2CCN(C)CC2)cc1 (stereo not drawn)	99.4	0.1	80.0	96.6	107.8	114.9	-0.7	96.7
CC(=O)c1cc(C#N)c(NCc2cc(-c3ccccc3)no2)nc1C	93.4	0.1	98.2	100.6	102.5	91.4	4.4	102.9
CC(C)CC(OC(=O)c1ccco1)C(=O)NC1CCCCC1 (stereo not drawn)	105.2	0.0	95.7	100.0	103.0	118.3	-1.0	105.7
COc1c2ccoc2nc2c(OC)c(O)ccc12	101.1	0.1	95.5	97.3	94.4	126.6	1.1	105.7
O=C(CN1C(=O)CCC1=O)Nc1nc(-c2ccc3ccccc3c2)cs1	102.6	0.6	81.4	91.6	93.1	121.5	1.3	92.3
COC(=O)Cn1c2[n+](c3ccccc31)CC(O)CS2 (stereo not drawn)	97.0	0.0	103.0	102.7	104.2	103.5	4.5	104.5
N#Cc1ccc(C(=O)Nc2ccc(S(=O)(=O)NC3=NCCCCC3)cc2)cc1	100.5	0.3	97.5	92.2	99.3	106.1	2.7	102.1
CCOC(=O)CN1C(=O)N[C@@H](c2ccccc2)C(C(C)=O)=C1C	103.9	0.0	95.2	99.3	102.7	105.7	-4.2	107.1
O=C(N/N=C/c1ccccc1O)C1CCCC1	105.8	0.0	107.6	104.1	109.7	102.8	1.0	113.4
CCOc1ccc(Cc2n[nH]c(=S)n2N)cc1	103.0	0.2	92.5	101.8	95.1	98.5	-0.2	99.0
O=C(CN1CCc2ccccc21)NC(c1ccccc1)c1ccccc1	85.6	-0.1	94.0	102.8	91.6	86.0	6.4	98.8
Nc1c(C(=O)NCc2ccccc2)sc2nc(N3CCOCC3)c3c(c12)CCCC3	98.9	0.0	101.9	97.0	97.8	92.8	-14.6	100.6
COc1cc(OC)cc(C(=O)NC(=S)NCCc2ccccc2)c1	94.2	0.0	95.0	92.9	93.5	106.9	69.1*	95.6
O=C(CN1CCCCC1)Nc1cccc(Cl)c1	96.8	-0.2	101.8	98.7	103.7	97.6	17.8	99.2
NC(=O)C1CCN(C(=O)c2ccc3c(=O)n(Cc4ccco4)c(SCC(=O)c4ccc(F)cc4)nc3c2)CC1	97.7	-0.1	104.6	103.4	105.5	108.2	2.8	99.4
CCOc1ccc(C2/C(=C(\O)c3ccc(OC)c(OC)c3)C(=O)C(=O)N2c2cc(C)on2)cc1OC (stereo not drawn)	101.5	0.0	109.9	102.3	105.8	101.5	0.6	111.7
CCN(CC)c1ccc(NC(=O)CN2CCN(S(=O)(=O)c3cc(Cl)ccc3OC)CC2)cc1	94.0	0.0	98.1	96.0	95.6	91.4	1.6	96.4
COc1ccc(CCCc2nnc(SCC(=O)NN)o2)c(C)c1	86.6	-0.1	99.7	104.1	92.4	103.0	1.0	101.5
CCC(=O)Nc1ccc(S(=O)(=O)Nc2c(NC)c3ccccc3oc2=O)cc1	97.3	0.0	98.0	98.2	102.6	103.7	2.4	105.5
CCOC(=O)/C(C#N)=C1/C=CN(c2ccc(C)cc2)C=N1	95.8	-0.1	103.0	96.6	99.0	86.5	3.2	105.2
Cc1cccc(C)c1OCC(=O)NC(Cc1c[nH]c2ccccc12)C(=O)O (stereo not drawn)	111.4	-0.1	93.3	95.5	101.8	92.7	5.1	100.9
CCOC(=O)c1c(C)n(C)c2ccc(OC(=O)c3ccco3)cc12	94.8	-0.1	115.9	100.0	102.7	95.0	14.9	98.6
c1ccc(C(Cc2nc(-c3ccccn3)no2)c2ccccc2)cc1	109.5	0.0	101.6	100.1	101.0	98.8	9.0	100.9
Cc1ccc(-n2nc3c(=O)n(CCCC(=O)NCCN4CCN(C)CC4)nc(C)c3c2C)cc1	101.7	5.4*	102.9	110.4	101.2	98.3	3.3	108.6
COc1cc(C)nc(NCc2ccccc2)n1	88.8	0.1	nt	97.3	104.3	107.0	2.5	96.5
Cc1nc2ccccn2c1C(=O)NN=C1CCCC1	92.9	0.1	94.7	91.4	96.3	98.9	19.8	88.5
COc1cc2c3c(c1)c(C1=NC(=S)NC1=O)c(O)n3C(C)(C)C=C2C	89.8	-0.3	97.1	100.0	98.3	104.8	-1.6	98.1
Cc1ccc(Cl)cc1N1CCN(C(=O)CCS(=O)(=O)c2cccc3nonc23)CC1	81.0	-0.1	84.4	101.1	77.7	112.8	1.4	91.0
CCC1=NN=C(c2ccc(F)cc2)C(c2c[nH]c3ccccc23)N1O (stereo not drawn)	110.5	0.0	92.4	96.0	98.7	116.4	86.7*	99.4
O=C1c2ccccc2C(=O)N1c1cccc(-c2nc3ccccc3o2)c1	102.3	0.2	104.6	99.0	97.1	104.8	3.7	101.2
Cc1cc(C(=O)O)c(CSCc2cc(C(=O)O)oc2C)o1	100.6	0.1	97.2	99.5	97.1	97.7	-4.3	97.5

# Screening results from PubChem.
